TCR CD3 inh: human TCR-CD3 binding inhibition. TAMRA-labeled TCR probe fluorescence, biochemical. inhibition, % at 9.4 µM. 360,000 compounds, 0.37% hits; in the data active = inhibition above about 19%;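 note: recombinant mutant TCR 2C K166C tagged with TAMRA read by polarization; 0% = receptor in buffer alone and 100% = receptor with positive control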
MBD2 inh: MBD2-methylated oligo binding inhibition; Q9UBB5; TR-FRET, MBD2 binding to methylated oligonucleotide; inhibition, % at 4.4 µM; 370,000 compounds, 0.31% hits; in the data active = inhibition above about 13%
GC-B act: GC-B (human) receptor activation. P20594. HEK293-GC-B cells, CNP EC30, cGMP TR-FRET; 0% at EC30 CNP, 100% saturating CNP. activation, % at 10 µM. 370,000 compounds, 0.11% hits;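 active = activation at 10 µM reaching about 35% in either raw or pattern-adjusted values, limit read from the data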
HTRA1 inhibitor: HTRA1 (human) protease inhibition; 340,000 compounds, 0.5% hits; Q92743; recombinant HTRA1, FP-rhodamine activity-based probe, fluorescence polarization; inhibition, % at 5.96 µM; AID 504803; in the data active = inhibition above about 36%;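 note: 0% = enzyme with DMSO and 100% = wells lacking enzyme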
ABHD4 inh: ABHD4 (mouse) inhibition, primary FP screen. purified mABHD4, FP-Rh probe fluorescence polarization. inhibition, % at 8.92 µM. 370,000 compounds, 0.54% hits. AID 720543;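 active = inhibition exceeding the mean over every tested compound plus 3 SD, cut at about 30% in these data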;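 note: 0% = plate median of compound wells and 100% = S159A mutant with DMSO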
Target sequence (Q8VD66 whole entry, looked up): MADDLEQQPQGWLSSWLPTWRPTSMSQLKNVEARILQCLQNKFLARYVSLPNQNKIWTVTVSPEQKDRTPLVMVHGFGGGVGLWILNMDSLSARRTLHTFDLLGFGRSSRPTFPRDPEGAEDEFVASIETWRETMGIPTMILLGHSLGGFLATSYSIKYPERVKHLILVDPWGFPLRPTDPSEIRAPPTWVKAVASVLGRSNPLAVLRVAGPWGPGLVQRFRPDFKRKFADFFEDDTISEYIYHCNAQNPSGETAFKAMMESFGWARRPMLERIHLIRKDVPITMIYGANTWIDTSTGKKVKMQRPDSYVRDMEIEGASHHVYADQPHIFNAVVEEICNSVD
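Assay system: wild-type mouse ABHD4 protein; compound: single nominal dose of 8.92 µM, 0.89% DMSO final; schedule: 45 min + 60 min at 25 °C; measured by: FP readout, ex 525 nm / em 598 nm; evaluation: % inhibition of FP-Rh probe binding versus controls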
PRMT1 inh: blocks human protein arginine methyltransferase 1; recombinant PRMT1, activity-based probe fluorescence polarization; Q99873; inhibition, % at 2.79 µM; AID 652257; 370,000 compounds, 1.3% hits;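 active = inhibition above about 21% made by adding two undisclosed values, limit read from the data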
SIAE inh: inhibitors of human sialic acid acetylesterase SIAE; inhibition, % at 9.66 µM; AID 1053197; Q9HAT2; 370,000 compounds, 0.69% hits; SIAE FP-Rh probe binding, fluorescence polarization;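 active = inhibition above a cutoff: mean of compounds within the control limits plus 3 SD of those, cut at about 17% in these data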;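 note: 0% = plate median of compound wells and 100% = probe without SIAE protein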
Target sequence (Q9HAT2 whole entry, looked up): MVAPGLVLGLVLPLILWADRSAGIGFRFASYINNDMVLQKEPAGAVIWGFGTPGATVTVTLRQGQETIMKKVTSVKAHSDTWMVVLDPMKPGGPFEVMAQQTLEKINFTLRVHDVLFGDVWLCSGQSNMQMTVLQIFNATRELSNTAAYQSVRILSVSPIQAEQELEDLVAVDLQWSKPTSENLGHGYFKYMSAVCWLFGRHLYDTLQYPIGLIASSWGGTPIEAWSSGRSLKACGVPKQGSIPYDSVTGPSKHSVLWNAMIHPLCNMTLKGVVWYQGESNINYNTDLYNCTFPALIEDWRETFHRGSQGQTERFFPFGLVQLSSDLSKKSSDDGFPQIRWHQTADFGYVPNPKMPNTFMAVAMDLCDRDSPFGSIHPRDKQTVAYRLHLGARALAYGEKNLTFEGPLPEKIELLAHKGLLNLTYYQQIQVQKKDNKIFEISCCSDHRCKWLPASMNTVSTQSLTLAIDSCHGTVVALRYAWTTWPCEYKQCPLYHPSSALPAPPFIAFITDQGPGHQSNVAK
rCAG RNA binder: r(CAG) repeat RNA binding; TO-PRO-1 dye displacement fluorescence; inhibition, % at 3 µM; 370,000 compounds, 1.3% hits;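 active = inhibition above the plate cutoff, the mean of all test compounds on that plate plus 3 SD, cut at about 35% in these data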;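 note: 0% = DMSO alone and 100% = 100 µM mitoxantrone as full dye displacement; higher means more dye released from RNA so lower well fluorescence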
TDP2 inh: blocks human TDP2 phosphodiesterase activity | recombinant TDP2, T5PNP hydrolysis, p-nitrophenol absorbance 415 nm | inhibition, % at 12.8 µM | 370,000 compounds, 0.34% hits | AID 720702;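 active = inhibition above the mean of all tested compounds plus 3 SD, set per campaign, cut at about 25% in these data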;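 note: 0% = DMSO with enzyme and 100% = buffer with substrate but no TDP2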
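Material: recombinant human TDP2; quantity: TDP2 enzyme at 120 nM final; medium: Tris-HCl pH 7.5 with MgCl2; compound: single concentration, 12.8 µM nominal, with 1% DMSO; incubation: 2 h enzyme incubation at 37 °C; signal: epi absorbance; measure: percent inhibition; benchmarks: high control without enzyme, low control DMSO plus TDP2; repeats: singlicate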
LEDGF integ inh: blocks HIV-1 LEDGF/p75-dependent DNA integration | inhibition, % at 3.7 µM | TR-FRET IN-LEDGF/p75 DNA integration, Eu/Cy5 | AID 743269 | 370,000 compounds, 0.64% hits;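 active = inhibition above the screen-wide mean plus 3 SD, cut at about 13% in these data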;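 note: signal is the Cy5 over europium emission ratio at 671 and 618 nm; 0% = plate median of compound wells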
* hit, by the source's call; x = no result given. These rows are one share of the data (hit frequency here may not be typical).

SMILES	TCR CD3 inh	MBD2 inh	GC-B act	HTRA1 inhibitor	ABHD4 inh	PRMT1 inh	SIAE inh	rCAG RNA binder	TDP2 inh	LEDGF integ inh
COCCNC(=O)c1cc(S(=O)(=O)N2CCOCC2)ccc1SCc1cccc(OC)c1OC	-7	-3	4	6	1	-1	4	-5	-5	-3
CC1=NN(C(C#N)c2ccccc2)C(C)(C)C1 (centres undefined)	1	0	2	4	-1	-1	-3	6	12	-3
COc1ccc(N2CCN(CCCNC(=O)COc3ccc(C)cc3)CC2)cc1	x	-5	-2	x	0	5	3	-2	3	1
CC[C@H](C)[C@H]1CNC(=O)C(=O)N1CC1CCN(CCCc2ccc(OC)c(OC)c2)CC1	4	5	5	0	3	-1	-2	0	2	1
CCN(CC)C(=O)CC[C@H]1CC[C@]2(CCCN(Cc3cccs3)C2)O1	x	-4	-7	x	0	-2	-4	-2	12	0
O=C(N/N=C/c1ccccn1)c1ccco1	-3	4	3	-9	-6	4	-5	0	-12	0
Cc1cc(C)c(C)c(S(=O)(=O)N[C@@H](C)C(=O)OCC(N)=O)c1C	0	2	2	7	-1	0	-3	0	14	-1
O=C(COc1ccc(/C=N/NC(=O)c2ccncc2)cc1)Nc1ccc([N+](=O)[O-])cc1	5	-7	0	0	-10	-2	-2	0	6	1
CC(C)CN(C(=O)C1=NN(c2ccccc2)C(=O)CC1)c1c(N)n(Cc2ccccc2)c(=O)[nH]c1=O	4	3	-8	-1	1	-1	1	2	-2	2
CCC(C#Cc1ccccc1)N(C)C(N)=NC(=O)/C=C/c1ccccc1 (centres undefined)	x	1	-12	x	-1	-7	4	x	-9	7
CC(C)Cn1c2c(c(O)c(C(=O)Nc3ncccc3O)c1=O)CCCC2	8	-2	-2	12	6	-1	0	4	-2	1
Cc1cc(Cl)ccc1C(=O)C1CCCN(C(=O)CCn2cncn2)C1 (centres undefined)	10	1	4	-1	1	0	-1	-7	4	-1
Cc1ccsc1/C=N/NC(=O)c1c[nH]c2ccccc12	9	2	-1	-9	-1	2	-9	5	-2	1
O=C(OCC#CCSc1nnc(-c2cccc3ncccc23)o1)c1ccc(F)cc1	x	-4	-6	x	-1	3	-2	x	12	-1
CS(=O)(=O)N1CCN(c2ccccc2NC(=O)c2cccnc2)CC1	2	-4	-11	4	0	1	-1	4	-4	-1
COc1ccccc1S(=O)(=O)Cc1ccc(C(=O)NCCN2CCCC2)o1	3	2	1	4	-6	0	-1	1	4	2
Cc1nc(C(=O)N2CCc3c([nH]c4ccccc34)C2c2cc(F)ccc2F)cs1 (centres undefined)	1	-2	3	-15	-3	1	1	-4	-5	2
COc1cccc(OCCOc2ccc(/C=C3\C(=N)N4N=C(S(C)(=O)=O)SC4=NC3=O)cc2OC)c1	1	-5	-4	-14	-74	1	-9	52*	-7	6
CC(C)=NNc1nc2c(c(=O)[nH]c(=O)n2C)n1CCCc1ccccc1	-5	11	2	14	19	1	8	5	0	1
Cn1ccnc1C1CCCCN1Cc1nc(Cc2cccc(C(F)(F)F)c2)no1 (centres undefined)	-7	7	-3	-3	-4	-2	1	-10	-2	1
Fc1cccc(Cc2c(-c3ccco3)nc3ccc(Br)cn23)c1	7	2	28	x	6	34*	-7	19	-1	5
COc1ccc(CN2CCN(C(=O)c3cccs3)CC2)cc1Br	3	-5	4	9	6	-4	4	-9	-8	1
COc1ccc(NC(=O)CN2CC(C)OC(C)C2)cc1Cl (centres undefined)	6	-5	-4	2	-7	-6	0	-1	5	7
CN(C)S(=O)(=O)c1cc(C(=O)O)c(NC2CCCCC2)cc1Cl	6	-4	10	-7	13	-1	6	45*	-13	5
O=S(=O)(c1ccccc1)N1N=C(c2ccc(Cl)cc2)CC1c1ccco1 (centres undefined)	-3	-1	-4	-31	0	13	-1	1	5	3

Fetched one by one from above:
SMILES	TCR CD3 inh	MBD2 inh	GC-B act	HTRA1 inhibitor	ABHD4 inh	PRMT1 inh	SIAE inh	rCAG RNA binder	TDP2 inh	LEDGF integ inh
Cc1cc(Cl)ccc1C(=O)C1CCCN(C(=O)CCn2cncn2)C1 (centres undefined)	10	1	4	-1	1	0	-1	-7	4	-1
COc1ccc(NC(=O)CN2CC(C)OC(C)C2)cc1Cl (centres undefined)	6	-5	-4	2	-7	-6	0	-1	5	7
CS(=O)(=O)N1CCN(c2ccccc2NC(=O)c2cccnc2)CC1	2	-4	-11	4	0	1	-1	4	-4	-1
COc1ccc(N2CCN(CCCNC(=O)COc3ccc(C)cc3)CC2)cc1	x	-5	-2	x	0	5	3	-2	3	1
Fc1cccc(Cc2c(-c3ccco3)nc3ccc(Br)cn23)c1	7	2	28	x	6	34*	-7	19	-1	5

The results go on:
SMILES	TCR CD3 inh	MBD2 inh	GC-B act	HTRA1 inhibitor	ABHD4 inh	PRMT1 inh	SIAE inh	rCAG RNA binder	TDP2 inh	LEDGF integ inh
O=C(O)C1C(c2ccccc2)c2ccccc2C(O)C1CO (centres undefined)	-7	0	1	5	-7	1	-4	2	-7	0
Cc1ccc2c(c1)[C@H]1[C@H](CO2)[C@H](c2ccccc2)[C@]2(C)C(=O)NCC(=O)N12	3	-2	2	4	4	-1	-1	-2	10	0
Cc1cc(C)n(-c2nc3ccccc3nc2N2CCC(C)CC2)n1	9	2	-2	-9	-1	-3	1	-7	-5	1
COc1cc(C2C(C#N)=C(N)Oc3c2oc(CO)cc3=O)ccc1OC(C)C (centres undefined)	0	2	2	7	0	-1	3	-3	-10	2
CCOc1cc(C(=O)Nc2ccc(S(=O)(=O)NC3=NCCCCC3)cc2)cc(Br)c1OC	5	-1	7	-28	-26	-2	-20	4	6	4
CNC(=S)N/N=C/c1ccc(OCc2ccccc2)c(Br)c1	6	-2	7	2	4	-2	-1	1	-15	1
CC(=O)Nc1ccc(NC(=O)Nc2ccccc2)cc1	1	4	2	6	3	4	-5	-1	-4	-6
CC(C)NS(=O)(=O)c1ccc(CCC(=O)N2CCCC2)cc1	1	5	-5	3	3	1	4	-2	-1	-1
Cc1ccc(-n2cc(-c3ccc([N+](=O)[O-])cc3)[nH]c2=S)c(C)c1	0	0	-6	-2	8	16	6	15	-7	2
CCN(CC)S(=O)(=O)c1ccc(Cl)c(C(=O)OC2CC(C)OC2=O)c1 (centres undefined)	-7	4	3	12	-1	2	0	0	-22	-8
Cc1ccn2cc(-c3nonc3C)cc2c1	0	-3	-2	1	19	6	7	19	-7	-5
Cn1cncc1C#Cc1ccc2cc(CCO)oc(=O)c2c1	6	1	0	0	0	2	-8	1	3	0
CC[C@@H]1[C@H]2CCCC(=O)N3CC[C@@H](C[C@@H]1Nc1ccccc1)[C@@H]23	-7	-2	6	-3	29	1	4	-4	2	-1
COc1cccc(C(=O)c2c[nH]c(C(=O)NCc3ccco3)c2)c1	-3	-1	-9	-1	0	1	2	0	-5	0
NC(=O)c1ncn([C@@H]2O[C@H](CNC(=O)[C@@H](N)Cc3cccnc3)[C@@H](O)[C@H]2O)n1	-1	-4	4	4	1	-7	1	2	-6	-1
Cc1ccc(CNC(=O)CCS(=O)(=O)c2ccc3c(c2)oc(=O)n3C)cc1	6	-6	5	7	-5	-3	-3	2	-10	4
C=CCN1C(=O)CSc2ccc(C(=O)NCCC3=CCCCC3)cc21	1	-1	2	-6	-8	-1	7	-2	9	-2
CC(=O)Nc1ccc(N2C(=O)c3ccc(S(=O)(=O)c4ccc(C(=O)O)cc4)cc3C2=O)cc1	-6	-2	0	0	2	2	-2	0	11	-3
COC(=O)CSC1=C(C#N)C(c2ccc(C(C)C)cc2)CC(=O)N1 (centres undefined)	-7	-3	-1	-4	5	-1	16	2	7	3
O=C(NC1CC1)C1CCN(C2CCN(C(=O)c3ccc(C(F)(F)F)cc3)CC2)CC1	5	-1	1	-4	-2	-8	8	-2	12	4
O=C(Nc1cc(C(F)(F)F)ccc1-n1cnc2ccccc21)c1ccccc1	5	4	-10	-7	-6	1	0	-4	3	-2
Cc1noc(C)c1C(=O)OCC(=O)NCCc1ccc(S(N)(=O)=O)cc1	1	1	1	-3	0	-1	-3	2	-4	0
Cc1sc2nc(SCC(=O)Nc3cccc(C(=O)O)c3)[nH]c(=O)c2c1C	-2	-3	-2	-5	-12	6	-1	15	-6	-6
CCc1nnc(NC(=O)CN2CCN(Cc3cccc(Cl)c3)CC2)s1	3	1	-6	6	-5	-2	0	-5	-15	5
COc1cc2nc(Nc3ccc(C)c(Cl)c3)nc(N)c2cc1OC	0	-5	-17	36*	42*	-2	58*	18	-14	4
Cc1nn(Cc2ccc(Cl)cc2Cl)c(C)c1NC(=O)c1nc2n(n1)C(C(F)F)CC(C)N2 (centres undefined)	-5	-3	0	0	6	0	31*	3	7	1
O=C(NC1CC1)C1=C[C@H](C2CCCCC2)C[C@H](OCCCCO)O1	7	1	0	-4	8	0	0	-8	-9	0
Cc1ccc(-c2nnc(N)o2)cc1	-3	2	8	4	-4	-3	1	7	-13	4
CN1CCN(/N=C/c2ccc(Br)cc2)CC1	-12	-2	-6	9	7	5	1	-3	1	-6

An excerpt from above in order of the ABHD4 inh value, smallest number first:
compound	TCR CD3 inh	MBD2 inh	GC-B act	HTRA1 inhibitor	ABHD4 inh	PRMT1 inh	SIAE inh	TDP2 inh	LEDGF integ inh
Cc1ccc(CNC(=O)CCS(=O)(=O)c2ccc3c(c2)oc(=O)n3C)cc1	6	-6	5	7	-5	-3	-3	-10	4
Cc1ccc2c(c1)[C@H]1[C@H](CO2)[C@H](c2ccccc2)[C@]2(C)C(=O)NCC(=O)N12	3	-2	2	4	4	-1	-1	10	0
COC(=O)CSC1=C(C#N)C(c2ccc(C(C)C)cc2)CC(=O)N1 (centres undefined)	-7	-3	-1	-4	5	-1	16	7	3

High-throughput results: PubChem BioAssay, several laboratories
